ELG1 genotoxic: inducers of genotoxicity in HEK293T ELG1-luciferase cells; 330,000 tested, 1.3% active; AID 504466; Potency, µM (highest dose often 46 µM), without a hit: at the top dose activity change, positive = activation, actives largely listed as activators; HEK293T ELG1-luciferase reporter, luminescence, 16 h; also: potency is read from the fitted curve at half-maximal effect; % of control where 0% means no effect; nearly all actives have a fitted effect of over 60% in size
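Reporter readout depends on ELG1 protein level, which increases with genetic stress. After 16 hr compound exposure at 37 °C, luciferase activity was quantified using ONE-Glo.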
VP16 counter: Gal4-VP16 reporter inhibition counter-screen. Drosophila S2 Gal4-VP16 UAS-luciferase, luminescence, 20 h. 310,000 tested, 3.5% active. Potency, µM (series often up to 53.6 µM), for inactives: at the top dose activity, negative = inhibition, most hits filed as inhibitors;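 also: Gal4-VP16 expression switched on by copper sulfate through the metallothionein promoter; potency is read from the fitted curve at half-maximal effect; % is scaled to controls: 0 for no effect and ±100 for the full control effect; nearly all actives have a fitted effect of over 50% in size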
TRPV1 ag: activates the human vanilloid receptor TRPV1; Q8NER1; TRPV1-expressing cells, Fluo-8 calcium influx, agonist mode; activation, % at 8.33 µM; 320,000 tested, 0.19% active; AID 540275; in the data active = activation above about 80%; inconclusive = between about 30% and that limit; also: 0% is about no effect
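Fluo-8 calcium influx in TRPV1-expressing cells, kinetic read (ex 480/em 520 nm). Compound added and read 3 min for agonist activity, followed by capsaicin at EC20 final and 2 min further read for enhancement.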
FLuc modulator: firefly luciferase modulation, counter-screen for miR-21 project | 360,000 tested, 6.9% active | Potency, µM (highest dose often 57.5 µM), without a hit: top-dose activity change, negative = inhibition, actives largely listed as inhibitors | P08659 | purified FLuc, Km substrates, luminescence inhibition | AID 588342;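 also: potency is read from the fitted curve at half-maximal effect; plate controls were vehicle for no effect and reference inhibitor for full effect; nearly all actives have a fitted effect of over 55% in size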
Target sequence (P08659 whole entry, looked up): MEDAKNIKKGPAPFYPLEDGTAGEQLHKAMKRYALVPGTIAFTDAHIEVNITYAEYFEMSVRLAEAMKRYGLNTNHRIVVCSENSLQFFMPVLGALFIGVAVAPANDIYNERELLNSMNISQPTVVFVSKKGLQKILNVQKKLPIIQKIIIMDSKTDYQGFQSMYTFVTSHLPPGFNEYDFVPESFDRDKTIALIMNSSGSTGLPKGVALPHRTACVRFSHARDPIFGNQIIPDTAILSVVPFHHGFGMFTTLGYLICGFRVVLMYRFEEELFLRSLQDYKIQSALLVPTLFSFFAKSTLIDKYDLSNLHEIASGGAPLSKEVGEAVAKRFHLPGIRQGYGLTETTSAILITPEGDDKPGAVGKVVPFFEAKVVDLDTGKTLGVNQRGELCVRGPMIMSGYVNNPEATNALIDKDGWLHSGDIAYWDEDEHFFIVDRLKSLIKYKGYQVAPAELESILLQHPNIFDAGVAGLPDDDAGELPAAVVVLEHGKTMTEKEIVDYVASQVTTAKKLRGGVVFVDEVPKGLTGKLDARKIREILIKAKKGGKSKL
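Biochemical qHTS of compounds, final roughly 60 µM downward over six points, against 10 nM purified firefly luciferase using Km concentrations of substrates (10 uM D-luciferin, 10 uM ATP) in Tris acetate pH 7.5 buffer; luminescence output.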
ELG1 repair inh: inhibitors of ELG1-dependent DNA repair in HEK293T cells. HEK293T ELG1-luciferase reporter, luminescence, 16 h; DNA damage induced by 5-fluorouridine. Potency, µM (series often up to 46.1 µM), for the others: at the top dose activity change, negative = inhibition, most hits filed as inhibitors. 330,000 tested, 2.3% active. AID 504467; also: potency is read from the fitted curve at half-maximal effect; % is scaled to controls: 0 for no effect and ±100 for the full control effect; nearly all actives have a fitted effect of over 55% in size
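Reporter activity after DNA damage by 5-fluorouridine is monitored. Compound-treated cells incubate 16 hr at 37 °C, then ONE-Glo is added for 30 min before luminescence reading.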
Tb PFK inh: inhibitors of T. brucei phosphofructokinase; O15648; T. brucei PFK, ADP-Glo luminescence; Potency, µM (highest dose often 57.5 µM), for the others: at the highest dose activity, negative = inhibition, hits mostly inhibitors; 330,000 tested, 0.17% active; AID 485367;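 also: potency is read from the fitted curve at half-maximal effect; 0% = uninhibited 1x PFK enzyme wells and -100% = no-enzyme wells; nearly all actives have a fitted effect of over 60% in size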
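Luminescent ADP detection (ADP-Glo, two-step: ATP depletion then ADP-to-ATP conversion for luciferase) reported PFK activity after 45 min room-temperature reaction of 1.25 nM enzyme with 0.5 mM F6P and 0.1 mM ATP at pH 8.0.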
p53 reactivation: re-activators of mutant p53; H1299 p53-A138V BP100-luciferase reporter, luminescence, 24 h; Potency, µM (doses to about 92.2 µM), for inactives: top-dose activity change, positive = activation, actives largely listed as activators; 320,000 tested, 0.063% active; AID 504706; also: potency is read from the fitted curve at half-maximal effect; % of control where 0% means no effect; nearly all actives have a fitted effect of over 45% in size
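p53-null H1299 cells stably carrying temperature-sensitive p53-A138V and a BP100-luciferase reporter were pinned with compounds (4-point, 1:5 series) and held 24 hrs at 37 deg C. Luminescence was read 10 min after detection reagent.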
RORg inh: ROR gamma (mouse) transcription inhibition | P51450 | Drosophila S2 Gal4-RORgamma UAS-luciferase reporter, 20 h | Potency, µM (top dose mostly 53.6 µM), without a hit: at the top dose activity change, negative = inhibition, hits mostly inhibitors | 310,000 tested, 5.4% active; also: potency is read from the fitted curve at half-maximal effect; % is scaled to controls: 0 for no effect and ±100 for the full control effect; nearly all actives have a fitted effect of over 60% in size
Target sequence (P51450 whole entry, looked up, the tested form may be a part): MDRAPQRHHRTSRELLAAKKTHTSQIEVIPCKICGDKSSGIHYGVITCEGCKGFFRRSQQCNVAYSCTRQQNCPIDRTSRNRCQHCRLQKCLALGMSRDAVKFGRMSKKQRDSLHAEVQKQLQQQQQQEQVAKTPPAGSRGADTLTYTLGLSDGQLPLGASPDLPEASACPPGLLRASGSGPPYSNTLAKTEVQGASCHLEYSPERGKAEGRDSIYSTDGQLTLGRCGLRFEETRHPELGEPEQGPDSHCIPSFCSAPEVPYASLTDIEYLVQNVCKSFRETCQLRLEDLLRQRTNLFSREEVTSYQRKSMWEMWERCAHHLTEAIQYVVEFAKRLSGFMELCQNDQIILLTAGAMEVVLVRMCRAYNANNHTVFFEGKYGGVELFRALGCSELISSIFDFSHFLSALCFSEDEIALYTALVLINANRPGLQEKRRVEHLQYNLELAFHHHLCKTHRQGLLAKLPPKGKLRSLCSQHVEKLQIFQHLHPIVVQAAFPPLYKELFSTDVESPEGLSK
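Schneider cells (Drosophila), stable Gal4 DBD–ROR gamma + UAS-luc; 1 hr cmpd preincubation; Cu2+ induction 700 uM final; 20 hr ambient; luminescence.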
BRCA1 expr act: BRCA1 expression activation; MCF7-BRCA1-FFLuc reporter, luminescence, 48 h; response scale: scaled: vehicle 0%, 10 µM genistein 100%; Potency, µM (doses to about 46.1 µM), inactives show at the top dose activation, usual class: activators; 380,000 tested, 1.1% active; AID 624202; also: potency is read from the fitted curve at half-maximal effect; nearly all actives have a fitted effect of over 80% in size; some results filed as inactive show a strong effect at the top dose
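Cells: MCF7-BRCA1-FFLuc, 2000/well. Exposure: 48 h, 37 °C, 5% CO2. Read: luminescence, 15 min post-substrate. Controls: genistein 10 microM (maximal activation), DMSO (neutral).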
NPC1 prom act: NPC1 promoter activation. Huh7 NPC1 promoter luciferase reporter, 24 h. Potency, µM (titrated, usually from 9.22 µM), inactives show at the highest dose activation, most hits filed as activators. 320,000 tested, 2.4% active;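 also: potency is read from the fitted curve at half-maximal effect; % of control where 0% means no effect; nearly all actives have a fitted effect of over 60% in size; reporter is driven by a mutant NPC1 promoter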
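Huh7 cells stably carrying NPC1 promoter–luciferase, plated in Opti-MEM with 10% FBS for 2 h, were exposed to compound in DMSO for 24 h at 37 °C; luciferase reagent was added for 10 min and luminescence read.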
Rab9 promoter act: activators of Rab9 promoter; 320,000 tested, 2.8% active; Potency, µM (series often up to 9.22 µM), for the others: at the highest dose activation, negative = inhibition, actives largely listed as activators; AID 485297; Huh7 Rab9 promoter-luciferase reporter, luminescence, 24 h; also: potency is read from the fitted curve at half-maximal effect; % of control where 0% means no effect; nearly all actives have a fitted effect of over 60% in size
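Luminescence from Amplite-detected luciferase (10 minutes, ambient) reports Rab9 promoter activation. Before that, stable Rab9-luciferase Huh7 cells (1500/well, reduced-serum OP-MEM I plus 10% FBS) were exposed to compound for 24 hours at 37C.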
The depositor's hits bear a star; ? = inconclusive; . = not tested or not shown; & = joins results of further samples; [ ] = remark or other dose. Unless noted, calls follow the shape of the dose curve; as a rule, active = well fitted curve in the direction sought with a large enough effect; inconclusive = small, poorly fitted or top-dose-only effect, or another doubt; inactive = no such curve, though single readings can be large; an effect the other way counts as inactive or inconclusive.

Values run as follows: ELG1 genotoxic | VP16 counter | TRPV1 ag | FLuc modulator | ELG1 repair inh | Tb PFK inh | p53 reactivation | RORg inh | BRCA1 expr act | NPC1 prom act | Rab9 promoter act
(1) COc1ccc(-c2cc(C(=O)NCCCn3ccnc3)c3ccccc3n2)c(OC)c1
→ 3% | -3% | -2 | -4% | -8% | 1% | 0% | 1% | -4% | -2% | -2%
(2) CN1C(=O)S/C(=C\c2ccc(-n3cncn3)cc2)C1=O
→ 14% | -9% | 4 | -20% | 12% | 1% | 6% | 15% | 38% | 3% | 20%
(3) O=C(O)c1cc([N+](=O)[O-])ccc1NCCc1ccccc1
→ -1% | -12% | -5 | -17% | -19% | 1% | -3% | -22% | -6% | 0% | -1%
(4) O=C(NC1(C(F)(F)F)OCCO1)c1ccc(F)cc1
→ 7% | -17% | -1 | 3% | 9% | -1% | 1% | 8% | 18% | 0% | 2%
(5) Cc1ccc(CN(C(=O)Cc2cccs2)C(C(=O)NC2CCCC2)c2ccncc2)cc1 (stereo not given)
→ -2% | 6% | 7 | 1% | -17% | -3% | -2% | 14% | -13% | 0% | -2%
(6) O=C(CN(C(=O)CNC(=O)c1ccco1)c1ccc(Cl)c(Cl)c1)NC1CCCCC1
→ 0% | -6% | -1 | 0% | -26% | -2% | -8% | ? | -40% | 7% | -1%
(7) COCCn1nnnc1CN1CCC(O)(c2cccc(C(F)(F)F)c2)CC1
→ -5% | 5% | 5 | 8% | 4% | 2% | -4% | -1%[10 µM] | -1% | -2% | 1%
(8) Cn1c(CN2CCN(C(=O)c3ccco3)CC2)nc2cc([N+](=O)[O-])ccc21
→ -1% | -5% | 2 | -2% | -1% | 3% | 2% | -19% | -6% | -2% | 5%
(9) COc1ccc(-c2nn(-c3ccccc3)cc2/C=N/Nc2ccccn2)cc1
→ ? | 4µM* | 6 | 2% | 15% | 3% | 4% | 1.6µM* | . | -8% | -1%
(10) Cc1cc(/C=C2\SC(=O)N(C)C2=O)c(C)n1-c1ccc(O)cc1
→ 0.65µM* | -27% | 0 | 0.48µM* | ? | 2% | . | 19% | ? | 0.45µM* | 0.2µM*
(11) O=C(NC1(Cc2ccc(O)cc2)CCCCC1)c1ccccc1
→ -2% | -2% | 6 | 0% | 7% | 0% | . | 22% | 5% | -4% | -1%
(12) COCCCNC(=S)N(Cc1cccnc1)Cc1ccc(OC)c(OC)c1
→ 0% | -5% | -1 | 2% | 19% | 4% | -1% | 10% | -1% | -2% | -1%
(13) CSc1nsc(SCC(=O)Nc2c(C)n(C)n(-c3ccccc3)c2=O)n1
→ -2% | 0% | -2 | 2% | 7% | -3% | 0% | -2% | 0% | 0% | 2%
(14) O=C1OC2(CCCCC2)OC(=O)C1=CNc1nccs1
→ -2% | 1% | -2 | 0% | 5% | 2% | 0% | -22% | -15% | -3% | 6%
(15) COc1ccc(-c2cc(C)no2)cc1S(=O)(=O)NCc1cccc(C)c1
→ 0% | 1% | -1 | 4% | -21% | -5% | 1% | -27% | -20% | -6% | -20%
(16) Cc1cc(C)c(S(=O)(=O)Nc2ccc(O)cc2)cc1C
→ -1% | -5% | -5 | 2% | -8% | -1% | -1% | ? | -2% | -3% | -2%
(17) COc1ccc(CN2CCN(CCCc3ccccc3)CC2)c(OC)c1
→ -6% | 4%[10 µM] | -1 | -4% | -7% | -5% | 4% | 2% | . | -1% | -10%
(18) Cc1ccc(NC(=O)CN2C(=O)N/C(=C/c3cc(C)n(-c4ccc(C(=O)O)cc4)c3C)C2=O)cc1
→ 1% | 7% | -2 | ? | 3% | -8% | 1% | 8% | 28% | 9% | 0%
(19) CCCCN(C(=O)C1CCCC1)C1CCS(=O)(=O)C1 (stereo not given)
→ 0% | . | 4 | 0% | 13% | -2% | -2% | . | -26% | -3% | 0%
(20) CCOC(=O)c1ccc[n+](CC(=O)c2ccc(NC(=O)c3ccccc3)cc2)c1
→ -5% | -17% | -1 | 11% | -6% | 1% | . | -6% | 0% | 9% | 7%
(21) COc1ccc(CCNC(=O)COC(=O)c2cc3ccccc3oc2=O)cc1OC
→ -1% | . | . | . | -20% | -23% | 6% | . | 5% | . | .
(22) CCN(C(=O)COC(=O)c1cc(S(=O)(=O)N(C)C)ccc1Cl)C1CCS(=O)(=O)C1 (stereo not given)
→ -3% | . | 3 | 3% | 0% | -6% | 6% | . | -6% | 2% | -2%
(23) COc1ccc(CC(=O)N2CCN(C(=O)Cc3ccc(OC)cc3)CC2)cc1
→ 0% | -1% | -3 | -1% | 6% | -1% | 5% | 39% | 0% | -3% | -3%
(24) CN(C)CCCNC(=O)c1ccc(-c2cc(O)c3ncccc3c2)cc1
→ 14% | . | . | -3% | ? | 6%&-2% | 12% | . | -32% | -4% | -6%
(25) S=c1nc(C23CC4CC(CC(C4)C2)C3)nc2sccn12
→ 3% | 3% | 5 | -4% | 0% | -3% | 2% | 7.9µM* | . | -4% | -5%
(26) CSc1cccc(NC(=O)CSc2ccccc2)c1
→ ? | 23% | 5 | ? | ? | -8% | 26% | 25% | -12% | 14% | 22%
(27) Cc1cccc(-n2ccc(=O)c(C(=O)Nc3ccc(S(=O)(=O)N4CCOCC4)cc3)n2)c1
→ -10% | -6% | -2 | 1% | -12% | -1% | -2% | 16% | 20% | 2% | -7%
(28) COc1cc(/C=N/NC(=O)CCn2c3ccccc3c3ccccc32)cc(OC)c1OC
→ 0% | -26% | -3 | 2% | 18µM* | 4% | -1% | 12% | -43% | -4% | -5%
(29) O=C(Nc1nnc(-c2ccccc2F)s1)Nc1ccccc1F
→ 11% | 4% | -4 | 6% | ? | -4% | 2% | 21% | 49% | ? | 2µM*
(30) CC1CCN(CC(=O)N2c3ccccc3CCc3ccccc32)CC1
→ -2% | 14% | 0 | 8% | -3% | -6% | 6% | -13% | -19% | 0% | -2%

The last two entries of the section before lead into the next:
29) O=C(Nc1nnc(-c2ccccc2F)s1)Nc1ccccc1F
30) CC1CCN(CC(=O)N2c3ccccc3CCc3ccccc32)CC1
31) Cn1c2ccccc2c2cnn(CC(=O)Nc3ccccc3Br)c(=O)c21
32) CC(C)C(OC(=O)c1cccc(S(=O)(=O)NCC(F)(F)F)c1)C(=O)NC(N)=O (stereo not given)
33) Cc1ccc(N=C(NOCc2ccc(Cl)cc2Cl)c2nonc2N)c(C)c1
34) Cc1ccc2c(c1)N(CC(=O)NC1CCCC1)C(=O)CO2
35) CC1(C(=O)Nc2nnc(SCc3ccccc3)s2)Cc2ccccc2C(=O)O1 (stereo not given)

Assay by compound | 29 | 30 | 31 | 32 | 33 | 34 | 35
ELG1 genotoxic | 11% | -2% | -1% | -7% | -14% | 2% | 1%
VP16 counter | 4% | 14% | 8% | ? | -6% | 6% | -11%
TRPV1 ag | -4 | 0 | -3 | 0 | 15 | -1 | -2
FLuc modulator | 6% | 8% | 4% | 2% | 0% | 2% | 2%
ELG1 repair inh | ? | -3% | -11% | 7% | -30% | 14% | 0%
Tb PFK inh | -4% | -6% | 5% | -8% | 0% | -2% | -8%
p53 reactivation | 2% | 6% | 1% | -1% | 10% | -3% | -6%
RORg inh | 21% | -13% | -13% | 22% | 0% | -14% | 10µM*
BRCA1 expr act | 49% | -19% | -15% | -3% | -19% | -9% | 2%
NPC1 prom act | ? | 0% | 10% | -2% | -4% | -1% | 3%
Rab9 promoter act | 2µM* | -2% | -2% | 8% | -6% | -1% | -5%

3 entries out of the list, ordered by number of heavy atoms, smallest number first.
34) Cc1ccc2c(c1)N(CC(=O)NC1CCCC1)C(=O)CO2
30) CC1CCN(CC(=O)N2c3ccccc3CCc3ccccc32)CC1
32) CC(C)C(OC(=O)c1cccc(S(=O)(=O)NCC(F)(F)F)c1)C(=O)NC(N)=O (stereo not given)

Assay by compound | 34 | 30 | 32
ELG1 genotoxic | 2% | -2% | -7%
VP16 counter | 6% | 14% | ?
TRPV1 ag | -1 | 0 | 0
FLuc modulator | 2% | 8% | 2%
ELG1 repair inh | 14% | -3% | 7%
Tb PFK inh | -2% | -6% | -8%
p53 reactivation | -3% | 6% | -1%
RORg inh | -14% | -13% | 22%
BRCA1 expr act | -9% | -19% | -3%
NPC1 prom act | -1% | 0% | -2%
Rab9 promoter act | -1% | -2% | 8%
